# Screening results (PubChem BioAssay)
# USP2a inhib: blocks human ubiquitin-specific protease USP2a; USP2a enzymatic assay, qHTS inhibition; Potency, µM (series often up to 38.3 µM), inactives show at the highest dose activity change, negative = inhibition, most hits filed as inhibitors; actives 0.1% (n = 60,000);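 note: potency is the fitted concentration of half-maximal effect; nearly all actives have a fitted effect of over 60% in size; plate controls were DMSO for no effect and NEM full inhibition control for full effect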
#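 Coupled readout: USP2-cleaved Ub-PLA2 (20nM final) turns over NBD C6-HPC (20uM final), Ex 460nm/Em 535nm after 2.5 h, time-zero read flagging artifacts. Enzyme (20nM final, pH 8.0 Tris) given 30 min RT with compound first; NEM defines full inhibition.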
# Hsp90 Hop PPI: changes Hsp90-Hop TPR2A binding signal, up or down | actives 0.44% (n = 71,000) | Potency, µM (highest dose often 57 µM), for the others: top-dose activity change, negative = inhibition | AID 595 | AlphaScreen TPR2A-His6 binding biotin-Hsp90 C-terminal peptide; active = well fitted curve in either direction with a large enough effect; inconclusive = small, poorly fitted or top-dose-only effect, or another doubt; note: potency is the fitted concentration of half-maximal effect; % is set by controls: 0 for no effect and ±100 for the full control effect; many of its hits are not listed in these tables
# HBB splice mod: alters splicing of the hemoglobin beta chain | Potency, µM (top dose mostly 46.1 µM), inactives show at the top dose activation, most hits filed as activators | HBB splicing reporter cell assay, activation; EGFP reporter with mutant IVS2-654 intron; response scale: normalised to 500 nM splice-correcting PNA | actives 0.06% (n = 65,000); note: potency is the fitted concentration of half-maximal effect; 0% is about no effect
#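 Compounds were applied for 2 days to HeLa EGFP-654 cells, 500/well in Optimem with 2% FCS. The reporter's EGFP is disrupted by mis-splicing of beta-globin intron IVS2-654. Readout: summed well GFP fluorescence from 488 nm laser scanning; reference was 500 nM antisense […] 654 PNA.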
# UbGFP stabilizer: ubiquitin-GFP accumulation via proteasome inhibition | Ubiquitin-GFP reporter cells, proteasome inhibition, GFP fluorescence; response scale: untreated = 0%, 10 µM MG-132 = 100% | Potency, µM (titrated, usually from 45.9 µM), without a hit: top-dose activation (GFP accumulation), actives largely listed as activators | 67,000 tested, under 10 active; active = well fitted activation curve with a large enough effect, not every such curve was filed as active; inconclusive = small, poorly fitted or top-dose-only effect, or another doubt; inactive = no such curve, though single readings can be large or run the other way; note: potency is the fitted concentration of half-maximal effect
#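 U2OS Ub(G76V)-GFP reporter; O/N plating, 0.5% FBS; cpd 46 uM–2.9 nM, 4 h, 37 °C; GFP+ cell count, 488/515 nm; norm. to basal vs 10 uM MG-132; CRC fit.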
# CRE-bla Fsk: CRE-bla signaling modulation under forskolin stimulation; CHO CRE-bla reporter (cAMP response element driving beta-lactamase), forskolin EC10, beta-lactamase ratio; Potency, µM (highest dose often 38.2 µM), inactives show at the top dose activity change, negative = inhibition, usual class: activators; actives 2.5% (n = 71,000); AID 662; active = well fitted activation curve with a large enough effect in the signal ratio, with a control signal flat, not every such curve was filed as active; inconclusive = small, poorly fitted or top-dose-only effect, or effect the other way, or a change in a side signal; the % refers to the signal ratio; note: potency is the fitted concentration of half-maximal effect; % of control where 0% means no effect
#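 Modulation of forskolin-driven signalling is measured in CHO cells carrying a CRE-controlled beta-lactamase reporter. Cells are stimulated with EC10 NKH 477 in the presence of titrated compound for 3 h at 37 °C, then loaded with CCF4 for 2 h at room temperature.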
# DNA Pol III inh: inhibitors of bacterial DNA polymerase III holoenzyme. reconstituted DNA polymerase III holoenzyme replication, biochemical. Potency, µM (top dose mostly 57.1 µM), for inactives: at the top dose activity change, negative = inhibition. actives 0.25% (n = 71,000); note: potency is the fitted concentration of half-maximal effect; % is set by controls: 0 for no effect and ±100 for the full control effect
#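 Reconstituted *E. coli* holoenzyme (0.35 nM Pol III, 1 nM beta, 154 nM SSB, 2 nM primase) was preincubated with compound for 15 min at RT. Synthesis on 1.4 nM ssM13Gori ran 35 min, then was stopped with PicoGreen/EDTA and read as dsDNA fluorescence.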
# 15-hLO inh: blocks human 15-lipoxygenase activity. purified 15hLO-1, xylenol orange hydroperoxide absorbance. Potency, µM (titrated, usually from 57.1 µM), inactives show top-dose activity change, negative = inhibition, hits mostly inhibitors. actives 1.4% (n = 74,000). AID 887. P16050; note: potency is the fitted concentration of half-maximal effect; % is set by controls: 0 for no effect and ±100 for the full control effect; nearly all actives have a fitted effect of over 55% in size
#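 Readout: Fe(III)-xylenol orange absorbance, 573-to-405 nm ratio as reaction progress. Enzyme 40 nM purified human 15hLO-1, substrate 50 uM arachidonic acid, 6 min RT after 15 min compound preincubation; Hepes pH 7.5 buffer with Triton X-100.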
# BRCT PPI green: blocks human BRCA1 BRCT binding to phosphopeptide, green readout; P38398; BRCA1 BRCT-phosphopeptide binding, green fluorescence polarization; Potency, µM (series often up to 76.9 µM), for inactives: at the highest dose activity change, negative = inhibition, most hits filed as inhibitors; actives 0.05% (n = 75,000); AID 875;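 note: potency is the fitted concentration of half-maximal effect; plate controls were peptide without protein for full effect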
#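 Compounds were incubated for 12 min at room temperature with a complex of 100 nM fluorescein-tagged pBACH1 decapeptide and 250 nM His-tagged BRCT protein. Buffer was phosphate pH 7.3 with EDTA, DTT and Tween 20. Disruption of binding lowers the polarization signal.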
# Epigenetic mod: epigenetic modulators derepressing GFP locus in mouse cells | mouse C127i GFP locus derepression, cytometry, 30 h | Potency, µM (titrated, usually from 46.1 µM), for inactives: at the top dose GFP derepression (activation) | actives 0.09% (n = 68,000) | AID 597; note: % of control where 0% means no effect
#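 Locus derepression in mouse mammary C127i cells whose integrated CMV-GFP reporter is normally silent; GFP expression after 30 h compound treatment was quantified by counting fluorescent cells.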
# HADH2 inhib: blocks human hydroxyacyl-CoA dehydrogenase type II | Q99714 | recombinant HADH2, NADH fluorescence, beta-hydroxybutyryl-CoA | Potency, µM (titrated, usually from 57.1 µM), for the others: at the top dose activity change, negative = inhibition, usual class: inhibitors | actives 3.4% (n = 73,000) | AID 886; note: potency is the fitted concentration of half-maximal effect; % is set by controls: 0 for no effect and ±100 for the full control effect; nearly all actives have a fitted effect of over 60% in size; many of its hits are not listed in these tables
#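 His-tagged recombinant enzyme from E. coli, 20 nM, preincubated 15 min RT with compound; reaction started with 1 mM NAD+ and 90 uM beta-hydroxybutyryl-CoA in 100 mM Tris-HCl pH 9.0. NADH fluorescence (ex 360/em 450) read over 4 min; last-minus-first difference.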
# BRCT inh red: disrupts BRCA1 BRCT binding to phosphoprotein, red fluorophore readout; Potency, µM (top dose mostly 76.9 µM), for inactives: at the top dose activity change, negative = inhibition, usual class: inhibitors; actives 0.03% (n = 75,000); BRCT-phosphopeptide binding, red fluorescence polarization; AID 892; note: % is set by controls: 0 for no effect and ±100 for the full control effect
#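 Fluorescence polarization: 100 nM His-tagged BRCA1 BRCT with 100 nM TAMRA-labelled phospho-BACH1 decapeptide, phosphate buffer pH 7.3 with 150 mM NaCl, DTT, 0.01% Tween 20; 12 min RT. Binding inhibition seen as FP decrease.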
# * = called active by the depositor; ? = inconclusive; · = not tested or not shown; [ ] = dose if it differs, or a comment. Unless noted, calls come from the whole dose curve; as a rule, active = well fitted curve in the direction sought with a large enough effect; inconclusive = small, poorly fitted or top-dose-only effect, or another doubt; inactive = no such curve, though single readings can be large; an effect the other way counts as inactive or inconclusive. An excerpt. The share of hits here may be higher or lower than overall.
SMILES,USP2a inhib,Hsp90 Hop PPI,HBB splice mod,UbGFP stabilizer,CRE-bla Fsk,DNA Pol III inh,15-hLO inh,BRCT PPI green,Epigenetic mod,HADH2 inhib,BRCT inh red
CCC(Sc1nc(C)cc(=O)[nH]1)C(=O)Nc1sc2c(c1C#N)CCCC2 (configuration not stated),-6.9%,1.0%,-0.7%[9.22 µM],-0.1%,-3.6%,-5.0%,-7.2%,1.5%,-1.6%,-23.4%,-0.6%
COC(=O)NC(c1cccc(C)c1)[C@]1(C(C)=O)CCOC1=O (some centres not stated),·,·,1.4%[9.22 µM],·,·,·,12.5%[11.4 µM],-3.6%[15.4 µM],·,-10.1%[11.4 µM],-0.8%[15.4 µM]
O=C(O)C1C2C=CC3(CN(c4cccc(C(F)(F)F)c4)C(=O)C13)O2 (configuration not stated),-6.5%,-0.4%,-1.9%[57.5 µM],-1.7%,-2.0%,-7.6%,10.8%,-0.3%,6.4%,1.9%,-0.4%
COCC(C)N=CC1=C(O)CC(C)(C)CC1=O (configuration not stated),-9.8%,-2.2%,0.4%[9.22 µM],-8.3%,4.3%,-1.4%,-8.8%,-1.3%,-2.2%,5.7%,-1.5%
CN(C)S(=O)(=O)Nc1ccccn1,·,-2.8%[11 µM],2.0%[9.22 µM],9.2%[9.17 µM],0.8%[7.6 µM],-4.9%[11.4 µM],-2.2%[11.4 µM],-1.3%[15.4 µM],-2.2%[9.22 µM],-3.2%[11.4 µM],-4.1%[15.4 µM]
COc1ccc(C2C3=C(CC(C)(C)CC3=O)Oc3ncn4nc(-c5cccnc5)nc4c32)cc1OC (configuration not stated),7.5%,1.3%,3.7%,7.0%,?,-1.7%,1.7%,-0.1%,2.6%,12.5%,0.8%
CCc1ccccc1NC(=O)N[C@@H](C)C(=O)OC,3.0%,-5.2%,0.2%,12.8%,?,-3.4%,11.4%,-1.5%,-0.4%,7.8%,-1.1%
CC(NC(=O)C1CCN(c2nnc(-n3cccc3)s2)CC1)C12CC3CC(CC(C3)C1)C2 (configuration not stated),36.3%[activator],-2.1%,1.2%,-0.9%,1.8%,-0.3%,-12.7%,-0.1%,2.4%,5.8%,0.7%
COc1ccc(OC)c(S(=O)(=O)n2nnc3ccccc32)c1,-2.4%,5.4%,-0.7%[9.22 µM],0.0%,4.7%,-2.1%,-0.3%,0.8%,-2.2%,-12.6%,-1.0%
O=C(O)C1CC2(C1)CC(C(=O)O)C2 (configuration not stated),·,-2.8%[11 µM],2.0%[9.22 µM],-4.0%[9.17 µM],2.0%[7.6 µM],-10.1%[11.4 µM],6.8%[11.4 µM],-1.0%[15.4 µM],-1.3%[9.22 µM],12.1%[11.4 µM],1.1%[15.4 µM]
Cc1ccc(NC(=O)CN(C)S(=O)(=O)c2cccc3nsnc23)cc1Cl,37.8%[activator],-11.2%,-0.3%,-8.9%,?,2.7%,-18.3%,-1.0%,-2.9%,1.8%,1.5%
CCn1cc(C(=O)Nc2cccc(NC(C)=O)c2)c2cc(OC)c(OC)cc2c1=O,8.4%,-5.2%,1.9%,-4.3%,?,-1.5%,3.7%,-4.5%,0.0%,-5.3%,0.4%
COc1ccc(CC(=O)Nc2c3c(nn2-c2cccc(C)c2C)CS(=O)C3)cc1OC (configuration not stated),2.5%,-6.0%,0.1%,2.5%,-0.3%,-0.4%,2.0%,0.7%,2.2%,12.0%,-1.0%
Cc1sc2nc(SCC(=O)NCCOCCO)n(C)c(=O)c2c1C,2.7%[7.66 µM],-1.2%[11 µM],-0.7%[0.0738 µM],-3.7%[9.17 µM],?,1.9%[11.4 µM],-1.3%[11.4 µM],-1.8%,0.0%,-0.6%[11.4 µM],-0.8%
O=C(NCC1CCCO1)c1ccc2c(=O)n(CCc3ccccc3)c(=O)[nH]c2c1 (configuration not stated),-6.1%,-1.2%,-0.4%,10.6%,-5.1%,2.8%,0.1%,-1.4%,-2.0%,21.9%,-1.1%
Cc1cc(C(=O)OCC(=O)Nc2ccc(F)cc2)c(C)o1,5.5%,-2.8%,-0.4%,0.6%,-5.9%,-1.8%,2.4%,0.7%,0.0%,-0.8%,-1.1%
c1csc(-c2cnc3ccccc3n2)c1,-7.0%,3.2%,3.0%,5.7%,?,-2.5%,-25.0%,-0.3%,4.8%,76.0%[activator],0.3%
Cn1cnnc1-c1cccc(NS(=O)(=O)c2ccc(N3CCCC3=O)cc2)c1,-0.1%,-2.9%,-0.3%,-5.7%,-10.6%,-0.6%,3.9%,-0.3%,-1.6%,11.9%,-0.9%
CCOC(=O)C1=C(C)N=c2s/c(=C\c3ccncc3)c(=O)n2C1c1ccc2c(c1)OCO2 (configuration not stated),39.2%[activator],-16.4%,1.0%[0.369 µM],1.7%,?,-4.0%,-26.2%,3.0%,0.6%,?,-2.0%
O=S(=O)(c1cccc(-c2nnc(-c3ccc(Br)cc3)o2)c1)N1CCCCCC1,-12.7%,2.0%,-1.3%,-9.4%,15.4%,5.0%,3.6%,-1.3%,10.0%,-6.5%,0.5%
COc1ccc(N2CCN(C(=O)CSc3nnc(-c4cc5ccccc5cc4O)n3C)CC2)cc1,23.7%,-18.9%,·,8.2%,3.5%,-7.2%,?,-1.1%,-1.2%,11.8%,-0.8%
COc1ccccc1N1C(=O)CC(N2CCc3ccccc32)C1=O (configuration not stated),-5.4%,?,-0.2%,3.1%,-8.4%,-1.7%,9.5%,1.2%,0.0%,2.6%,0.1%
COc1cccc(C(=O)CSc2nnnn2C)c1,-1.0%,-2.2%,0.6%,-5.0%,?,-5.0%,-7.3%,-0.3%,1.2%,-4.1%,-0.7%
Cc1cc(C)nc(NS(=O)(=O)c2ccc(Br)s2)c1,·,-3.4%,-0.8%,15.6%,-5.1%,1.4%,-0.7%,-0.2%,0.0%,-6.1%,-0.2%
CCCn1c(-c2ccc(F)cc2)nc2c(NCC3CCCN3CC)nc(C)nc21 (configuration not stated),·,-2.0%,0.5%,3.6%,?,-1.2%,9.5%,-0.3%,·,7.9%,0.6%
COc1cccc(Cn2nnc(C(=O)NCc3ccc(F)cc3)c2N)c1,·,-5.3%[2.3 µM],0.0%,-5.7%,3.8%,1.0%,-8.0%,-2.9%,·,13.2%,-1.8%
CCCOc1ccc(C(=O)N2CCCc3ccccc32)cc1,-22.9%,0.6%,2.4%,-10.2%,-8.2%,-4.8%,-15.6%,1.9%,3.2%,-2.1%,-2.2%
O=S(=O)(c1cccc(-n2cnnn2)c1)N1CCOCC1,-8.9%,-3.8%,-0.1%[57.5 µM],0.2%,-4.2%,-6.1%,3.5%,-0.9%,3.3%,5.1%,1.1%
COC(=O)c1sc(NC(=O)CSc2nc3cccnc3n2C2CCCCC2)nc1C,35.8%[activator],-3.5%,-3.7%,4.5%,12.8%,-4.7%,-7.3%,-1.5%,1.2%,9.8%,-1.5%

# Exported with bars between the fields: entries from further up.
mol | USP2a inhib | Hsp90 Hop PPI | HBB splice mod | UbGFP stabilizer | CRE-bla Fsk | DNA Pol III inh | 15-hLO inh | BRCT PPI green | Epigenetic mod | HADH2 inhib | BRCT inh red
COC(=O)NC(c1cccc(C)c1)[C@]1(C(C)=O)CCOC1=O (some centres not stated) | · | · | 1.4%[9.22 µM] | · | · | · | 12.5%[11.4 µM] | -3.6%[15.4 µM] | · | -10.1%[11.4 µM] | -0.8%[15.4 µM]
O=C(O)C1C2C=CC3(CN(c4cccc(C(F)(F)F)c4)C(=O)C13)O2 (configuration not stated) | -6.5% | -0.4% | -1.9%[57.5 µM] | -1.7% | -2.0% | -7.6% | 10.8% | -0.3% | 6.4% | 1.9% | -0.4%
COCC(C)N=CC1=C(O)CC(C)(C)CC1=O (configuration not stated) | -9.8% | -2.2% | 0.4%[9.22 µM] | -8.3% | 4.3% | -1.4% | -8.8% | -1.3% | -2.2% | 5.7% | -1.5%
